Assay outcomes from PubChem BioAssay.
influenza NS1A = H1N1 influenza NS1A inhibitors, functional cell based assay (AID 504329). NS1A functional cell-based assay, percent inhibition; higher % means a stronger effect. inhibition, % at 12.5 µM, or IC50 in µM where a hit was titrated. 340,000 tested, 0.3% active; in the data active = a potency from the dose series; inconclusive = inhibition above about 27% without an active follow-up result; also: strong numbers were not always called active
PhoP GFP inhibition = PhoP regulon inhibitors, Salmonella typhi PhoP promoter GFP reporter, confirmatory (AID 1850); Salmonella Typhi PhoP-promoter GFP reporter, fluorescence, 4 h; higher % means a stronger effect; one-dose inhibition, % at 50 µM; IC50 in µM for titrated hits; 310,000 tested, 0.33% active; in the data active = a potency from the dose series; inconclusive = inhibition mostly from about 25% at the one dose, without a potency; inactive = the rest, 99 in 100 with inhibition below about 19%;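 also: 0% = induced wells with vehicle and 100% = uninduced wells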
VEEV TC-83 Vero = inhibitors of VEEV TC-83 cytopathic effect, confirmation, Vero cells (AID 588727); Vero cells, VEEV TC-83 cytopathic effect inhibition; higher % means a stronger effect; one-dose inhibition, % at 20 µM; IC50 in µM for titrated hits; 350,000 tested, 0.13% active; in the data active = a potency from the dose series; inconclusive = inhibition mostly from about 14% at the one dose, without a potency; inactive = the rest, 99 in 100 with inhibition below about 12%; also: strong numbers were not always called active
tuberculosis growth = growth inhibition of non-replicating M. tuberculosis (AID 488890). Mycobacterium tuberculosis non-replicating, growth inhibition; higher % means a stronger effect. 320,000 tested, 0.39% active. one-dose inhibition, % at 25 µM; IC50 in µM for titrated hits; in the data active = a potency from the dose series; inconclusive = inhibition mostly from about 82% at the one dose, without a potency; inactive = the rest, 99 in 100 with inhibition below about 76%;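 also: plate controls were DMSO cells for no effect and high antibiotic wells for full effect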
H37Rv inhibition = M. tuberculosis growth inhibition, HTS (AID 449762); M. tuberculosis H37Rv growth inhibition, 7H9 media; higher % means a stronger effect; inhibition, % at 25 µM; hits with a dose series show IC50 in µM; 330,000 tested, 0.59% active; in the data active = a potency from the dose series; inconclusive = inhibition above about 70% without an active follow-up result;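 also: bacterial growth assessed after seven days of incubation; strong numbers were not always called active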
VEEV TC-83 Vero 10K pilot screen = further read-out of VEEV TC-83 Vero, marked with its call; inhibition, %; measured here: 10K pilot screen inhibition
* = called active by the depositor; i = inactive; ? = inconclusive; / = no result given; & = joins results of further samples.

SMILES	influenza NS1A	PhoP GFP inhibition	VEEV TC-83 Vero	tuberculosis growth	H37Rv inhibition	others
COc1ccc(C(=O)COC(=O)CCN=C2NS(=O)(=O)c3ccccc32)c(OC)c1	-16%	4%	3.4%	-17%	5%
COC(=O)c1ccccc1CSc1nsc(/C=C/N(C)C)c1C#N	-1%	-2%	0.8%	13%	2%
COc1cccc(OC)c1Oc1ccc(C(F)(F)F)cn1	1%	-7%	i	-7%	3%
O=c1c(-c2ccc(F)cc2)[n+]([O-])c2ccccc2n1OCc1ccccn1	7%	-33%	1.0%	1%	2%
CCOCCOC(=O)C1=C(C)N(C)C(=O)NC1c1ccccc1F (centres undefined)	4%	-13%	1.2%	2%	3%
Cc1ccc(S(=O)(=O)N2CCN(C(=O)CSc3nc4ccccc4o3)C2)cc1	-3%	13%	2.2%	12%	-1%
C=CCn1c(COc2ccc(CC)cc2)nnc1SC/C(O)=C(\C#N)c1nc2ccccc2[nH]1	9%	9%	i	2%	2%
NS(=O)(=O)c1ccc(NC(=O)/C(=C/c2ccncc2)NC(=O)c2ccccc2)cc1	11%	-1%	0.1%	-10%	-1%
Cc1cc(C)nc(SC(C)C(=O)Nc2ccc(S(N)(=O)=O)cc2)n1 (centres undefined)	3%	6%	1.4%	-11%	-4%
COc1cc(C2C(C#N)=C(N)N(N(C)C)C3=C2C(=O)CC(C)(C)C3)ccc1O (centres undefined)	1%	7%	0.4%	-15%	4%
CCOC(=O)/C(=N\Nc1cc(Cl)ccc1Cl)N1CCN(CC)CC1	1%	-10%	6.9%	/	10%
CN(C(=O)COC(=O)CCc1c[nH]c2ccccc12)C(c1ccccc1)c1ccccc1	22%	-4%	2.1%	36%	?
O=C(CSc1nnc(NC(=O)C2CC2)s1)Nc1ccccc1Cl	6%	6%	0.3%	-3%	-2%
CC(=O)Nc1c(Cl)cnn(-c2ccccc2)c1=O	/	3%	3.8%	-10%	-2%
CC12CCC(=O)N1C(C(=O)NCCc1ccc(F)cc1)CS2 (centres undefined)	-9%	3%	0.8%	-11%	-20%
Cc1nn(C)c(C(=O)NNC(=S)NCC(C)C)c1Cl	-1%	-1%	2.0%	-19%	1%
CSc1ccc(/C=C(/Sc2nnc(-c3ccccc3)o2)C(=O)O)cc1	/	2%	1.9%	44%	?
C[C@]12CCC3C(C[C@@H](O)[C@H]4C[C@@H](O)CC[C@]34C)C1CC[C@@H]2O (some centres undefined)	-3%	/	0.1%	1%	5%
COc1ccccc1OCC(=O)NCc1n[nH]c(=O)c2ccccc12	-17%	6%	2.0%	/	-3%
COc1cccc(C(=O)NCC(=O)N/N=C/c2cccs2)c1	24%	0%	1.9%	8%	-2%

16 structures from above, ordered by length of the SMILES, lowest first.
SMILES	influenza NS1A	PhoP GFP inhibition	VEEV TC-83 Vero	tuberculosis growth	H37Rv inhibition	others
CC(=O)Nc1c(Cl)cnn(-c2ccccc2)c1=O	/	3%	3.8%	-10%	-2%
COc1cccc(OC)c1Oc1ccc(C(F)(F)F)cn1	1%	-7%	i	-7%	3%
Cc1nn(C)c(C(=O)NNC(=S)NCC(C)C)c1Cl	-1%	-1%	2.0%	-19%	1%
COc1cccc(C(=O)NCC(=O)N/N=C/c2cccs2)c1	24%	0%	1.9%	8%	-2%
O=C(CSc1nnc(NC(=O)C2CC2)s1)Nc1ccccc1Cl	6%	6%	0.3%	-3%	-2%
COC(=O)c1ccccc1CSc1nsc(/C=C/N(C)C)c1C#N	-1%	-2%	0.8%	13%	2%
COc1ccccc1OCC(=O)NCc1n[nH]c(=O)c2ccccc12	-17%	6%	2.0%	/	-3%
CCOC(=O)/C(=N\Nc1cc(Cl)ccc1Cl)N1CCN(CC)CC1	1%	-10%	6.9%	/	10%
CSc1ccc(/C=C(/Sc2nnc(-c3ccccc3)o2)C(=O)O)cc1	/	2%	1.9%	44%	?
Cc1cc(C)nc(SC(C)C(=O)Nc2ccc(S(N)(=O)=O)cc2)n1 (centres undefined)	3%	6%	1.4%	-11%	-4%
O=c1c(-c2ccc(F)cc2)[n+]([O-])c2ccccc2n1OCc1ccccn1	7%	-33%	1.0%	1%	2%
COc1ccc(C(=O)COC(=O)CCN=C2NS(=O)(=O)c3ccccc32)c(OC)c1	-16%	4%	3.4%	-17%	5%
COc1cc(C2C(C#N)=C(N)N(N(C)C)C3=C2C(=O)CC(C)(C)C3)ccc1O (centres undefined)	1%	7%	0.4%	-15%	4%
NS(=O)(=O)c1ccc(NC(=O)/C(=C/c2ccncc2)NC(=O)c2ccccc2)cc1	11%	-1%	0.1%	-10%	-1%
C=CCn1c(COc2ccc(CC)cc2)nnc1SC/C(O)=C(\C#N)c1nc2ccccc2[nH]1	9%	9%	i	2%	2%
C[C@]12CCC3C(C[C@@H](O)[C@H]4C[C@@H](O)CC[C@]34C)C1CC[C@@H]2O (some centres undefined)	-3%	/	0.1%	1%	5%

(next part)
SMILES	influenza NS1A	PhoP GFP inhibition	VEEV TC-83 Vero	tuberculosis growth	H37Rv inhibition	others
Cc1ccc(Nc2nc(N)c3ccccc3n2)cc1Cl	-15%	21µM*	5.5%	45%	11%
O=[N+]([O-])c1cccc(/C=N/NC2=NCCCCC2)c1	7%	3%	0.1%	-13%	8%
CCOc1cc(/C=C\c2[nH]c(=O)[nH]c(=O)c2[N+](=O)[O-])ccc1OC(C)CC (centres undefined)	/	-11%	/	34%	2%
Cc1cc(=O)oc2cc(OCC(=O)NCc3cccnc3)ccc12	-2%	-14%	2.4%	-3%	-20%
Cc1cc(Cl)nc(N)n1	-8%	-2%	i	8%	5%	VEEV TC-83 Vero 10K pilot screen=2.5
CCn1c2ccccc2c2cc(NC(=O)c3coc(=O)c(Br)c3)ccc21	/	-104%	/	-9%	-12%
C/C(=C/C(=O)NCc1ccccc1)C(=O)O	-5%	4%	1.2%	1%	4%
COc1ccc(CC(=O)OC(C)C(=O)NC2CCCCC2C)cc1 (centres undefined)	-13%	/	1.5%	/	/
COc1ccc(C(CNC(=O)c2ccco2)N2CCCC2)cc1 (centres undefined)	1%	/	0.4%	1%	-16%
C=CCn1c(CSCc2ccc(Cl)cc2)nnc1SCC(=O)NCc1ccccc1	2%	-1%	0.6%	33%	-2%
Cc1ccc([N+](=O)[O-])cc1N=Cc1ccc(Br)s1	5%	0%	i	-8%	-1%	VEEV TC-83 Vero 10K pilot screen=1.5
CC1CCN(CCCNC(=O)c2ccc(CS(=O)(=O)Cc3ccccc3F)o2)CC1	-1%	/	0.4%	/	/
COc1ccc(/C=C2\CCCC3C2=NN(C(=O)c2scnc2C)C3c2ccc(OC)c(OC)c2)cc1OC (centres undefined)	-12%	-1%	i	13%	-1%
COc1ccccc1NC(=O)Nc1sccc1-c1nc2ccccc2s1	/	-3%	?	17%	18%
COc1ccc(C)cc1S(=O)(=O)N(C)CC(=O)N1CCC(C)CC1	-5%	-12%	0.3%	-9%	-4%
COc1cccc(NC(=O)Nc2ccc3c(c2)nc(C)n3C)c1	12%	22%	0.4%	-46%	-13%
COC(=O)c1ccc(NS(=O)(=O)c2ccc(SC)cc2)cc1	-14%	-2%	i	-1%	-4%
COc1ccc(S(=O)(=O)N(C)CC(=O)N2CCCC2)cc1Cl	-5%	1%	1.0%	9%	-13%
CCN(CC)CCCn1c(SCC(=O)Nc2cccc(F)c2)nnc1-c1ccoc1C	-2%	-19%	0.1%	-7%	11%
O=C(O)c1ccc(N2C(=O)CC(N3CCN(c4ccc(Cl)cc4)CC3)C2=O)cc1 (centres undefined)	0%	-5%	1.2%	2%	-6%
COc1cc([N+](=O)[O-])ccc1NC(=O)CCCOc1cc(C)ccc1C	-7%	3%	1.5%	28%	-2%
Cc1cc(/C=C2/C(=O)NC(=O)N(c3ccccc3)C2=O)c(C)n1-c1ccc(F)cc1	-6%	1%	0.5%	-5%	-1%
COC(=O)[C@H](Cc1ccccc1)NC(=O)Cn1cnc2c(NCc3ccccc3)ncnc21	-8%	/	i	/	/
O=C(OCCn1c(=S)sc2ccccc21)c1ccccc1	-1%	/	i	/	/
O=C(Nc1nc2cc3c(cc2s1)OCO3)C1=COCCO1	2%	1%	1.2%	20%	0%
CC(CCN1C(N(C)C)=NC[C@@H]1C)c1ccccc1 (some centres undefined)	3%	-1%	0.7%	3%	2%
COC(=O)c1ccccc1NC(=O)N1CCN(c2ccccc2)CC1	15%	-9%	0.3%	13%	5%
Cn1c(C(=O)N2CCCC(C(=O)NCCCc3ccccc3)C2)cc2sccc21 (centres undefined)	6%	-7%	0.1%	-15%	-6%
Cc1ccc(OCC(=O)NCCCNC(=O)COc2ccc(C)cc2)cc1	-1%	/	1.1%	/	/
O=C(COc1ccc(Br)cc1)NCc1cn2ccccc2n1	-10%	7%	i	-6%	-3%
Cc1nc(C(=O)NCCCO)cc2c1[nH]c1ccccc12	5%	-7%	2.2%	2%	5%
Cc1cccc(/C=N\N=C\c2cccc(C)c2)c1	4%	1%	1.8%	24%	-3%
CC(C)C(c1nnnn1CCc1ccccc1)N1CCC(C(N)=O)CC1 (centres undefined)	-3%	1%	1.3%	-16%	-4%
O=C(Nc1ccc(N2CCOCC2)nc1)c1ccc(F)cc1	-1%	-4%	4.3%	1%	2%
O=[N+]([O-])c1ccc(COc2ccc(Br)cc2CN2CCOCC2)cc1	8%	-6%	0.3%	25%	-4%
CCC(=O)Nc1nc2cc(OC)ccc2s1	0%	-7%	2.6%	18%	4%
CN1C2=NCCN2C(=O)c2cc(Cl)ccc21	-18%	3%	i	-6%	-2%
Cc1c(CN2CCCCC2)c(O)n(CCO)c(=O)c1C#N	-1%	-6%	0.7%	2%	-3%
CC(=O)NC(CCS(C)(=O)=O)C(=O)Nc1cccc(C)c1C (centres undefined)	-1%	-2%	0.9%	-19%	7%
Cn1ccc(C(=O)OCC(=O)Nc2cccc(Cl)c2)n1	-10%	8%	0.2%	-8%	3%
O=C(Nc1ccccc1)c1ccc2snnc2c1	3%	-3%	0.7%	42%	0%
O=C(NCc1ccccc1)N1CCNCC1	4%	-4%	0.5%	-6%	-2%
C(=N\n1cnnc1)/c1ccc2ncccc2c1	4%	-12%	0.7%	-15%	-15%
C=CCNC(=O)CN1C(=O)C2C3c4ccccc4C(c4ccccc43)C2C1=O (centres undefined)	-6%	-2%	2.9%	10%	6%
O=C(CN1CCN(Cc2ccccc2)CC1)Nc1ccccc1	-3%	7%	0.1%	-7%	-7%
COc1ccccc1C=NNC(=O)NN=Cc1ccccc1OC	-4%	/	9.1%	/	/
CCCCNC(=O)c1onc(CSc2cccc(Cl)c2)c1C(=O)O	-4%	-3%	0.2%	45%	3%
O=C(Nc1ccc2c(c1)OCO2)c1c(Cl)nc2sccn12	-19%	1%	2.8%	-2%	1%
COc1ccc(NC(=O)c2cc(S(=O)(=O)N3CCc4ccccc43)cn2C)cc1OC	10%	-6%	0.9%	-34%	-11%
Cc1ccc(Cl)cc1NC1=C/C(=N\S(=O)(=O)c2cccs2)c2ccccc2C1=O	17%&17%	-3%	i	?	?
CN(Cc1ccccc1)C(=O)C1CCCN(c2ncnc3c2nc2n3CCCCC2)C1 (centres undefined)	8%	-9%	8.8%	-11%	5%
COc1ccccc1C(=O)Nc1ccc(C(=O)O)cc1	-2%	-2%	0.3%	-11%	4%
CC(C)(C)c1csc(NC(=O)Cc2cccs2)n1	6%	5%	0.5%	32%	5%
CC(=O)c1ccc(NC(=O)CS(=O)(=O)c2cn(CC(=O)N3CCOCC3)c3ccccc23)cc1	-10%	2%	1.1%	-7%	2%
C=CCn1c(C(c2ccccc2)c2ccccc2)n[nH]c1=S	-3%	-6%	0.6%	-10%	-1%
Cc1cccc(C)c1NC(=O)CS(=O)CC(=O)NC1CCCc2ccccc21 (centres undefined)	6%	-11%	5.9%	-8%	-1%
COc1ccccc1C(=O)NC(=O)CSc1nc(C)cs1	11%	0%	1.2%	3%	2%
CCn1c(C)cc(/C=C2/SC(=S)N(CC(=O)O)C2=O)c1C	2%	7%	0.6%	5%	2%
Cc1cnc(C(=O)Nc2cccc3cccnc23)cn1	-8%	/	3.1%	/	/	VEEV TC-83 Vero 10K pilot screen=2.8
O=[N+]([O-])c1ccc(N2CCCCCC2)c2ncccc12	16%	-8%	i	63%	10%
Cc1ccc2c(c1)C1C[N+](C)(CC(=O)Nc3ccccc3Cl)CCC1N2C(=O)c1ccccc1Cl (centres undefined)	4%	/	0.5%	?	22%
COC(=O)CN1C(C)=Nc2ccc(C)cc2C1c1ccccc1 (centres undefined)	-13%	-1%	1.2%	18%	-1%
